# Pol iota inh – qHTS for Inhibitors of Polymerase Iota | 390,000 tested, 1% active | Pol iota fluorescent replication assay, 10 min | Potency, µM (doses to about 115 µM), for the others: at the highest dose activity, negative = inhibition, most hits filed as inhibitors | DNA polymerase iota (Homo sapiens), Q9UNA4; also: potency is read from the fitted curve at half-maximal effect
# Target sequence (Q9UNA4 whole entry, looked up): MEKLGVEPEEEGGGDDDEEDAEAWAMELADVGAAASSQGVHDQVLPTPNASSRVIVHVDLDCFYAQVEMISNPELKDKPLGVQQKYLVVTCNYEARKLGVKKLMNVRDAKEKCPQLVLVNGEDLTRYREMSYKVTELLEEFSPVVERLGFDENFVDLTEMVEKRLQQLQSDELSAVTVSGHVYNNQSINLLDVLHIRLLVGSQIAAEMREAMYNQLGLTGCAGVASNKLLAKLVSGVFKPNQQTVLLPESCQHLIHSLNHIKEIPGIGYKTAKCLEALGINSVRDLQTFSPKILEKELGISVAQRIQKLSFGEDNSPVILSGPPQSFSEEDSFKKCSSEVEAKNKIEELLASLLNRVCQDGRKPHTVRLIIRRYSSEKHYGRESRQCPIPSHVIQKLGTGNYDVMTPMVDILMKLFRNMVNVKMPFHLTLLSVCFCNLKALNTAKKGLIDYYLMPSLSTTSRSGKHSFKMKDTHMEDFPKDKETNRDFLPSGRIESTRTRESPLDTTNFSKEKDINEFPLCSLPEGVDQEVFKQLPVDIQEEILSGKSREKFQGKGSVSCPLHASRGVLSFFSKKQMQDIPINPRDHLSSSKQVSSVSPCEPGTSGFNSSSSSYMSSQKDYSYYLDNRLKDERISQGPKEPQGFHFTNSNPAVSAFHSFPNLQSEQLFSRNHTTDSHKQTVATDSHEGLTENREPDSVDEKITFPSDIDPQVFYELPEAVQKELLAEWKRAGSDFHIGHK
#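 Pol iota at 10 nM preincubated 15 min with compounds at room temperature; reaction started with fluorescent substrate, 50 nM final. Fluorescence read kinetically at 0 and 10 min; buffer-only wells as negative control.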
# APEX1 inh – qHTS Assay for Inhibitors of the Human Apurinic/apyrimidinic Endonuclease 1 (APE1); Potency, µM (titrated, usually from 65.8 µM), for inactives: at the highest dose activity change, negative = inhibition, most hits filed as inhibitors; 350,000 tested, 0.35% active; recombinant APE1, TAMRA/BHQ-2 abasic DNA cleavage fluorescence; DNA repair nuclease/redox regulator APEX1 (Homo sapiens), P27695;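 also: potency is read from the fitted curve at half-maximal effect; plate controls were vehicle for no effect and reference inhibitor for full effect; nearly all actives have a fitted effect of over 55% in size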
# Target sequence (P27695 whole entry, looked up): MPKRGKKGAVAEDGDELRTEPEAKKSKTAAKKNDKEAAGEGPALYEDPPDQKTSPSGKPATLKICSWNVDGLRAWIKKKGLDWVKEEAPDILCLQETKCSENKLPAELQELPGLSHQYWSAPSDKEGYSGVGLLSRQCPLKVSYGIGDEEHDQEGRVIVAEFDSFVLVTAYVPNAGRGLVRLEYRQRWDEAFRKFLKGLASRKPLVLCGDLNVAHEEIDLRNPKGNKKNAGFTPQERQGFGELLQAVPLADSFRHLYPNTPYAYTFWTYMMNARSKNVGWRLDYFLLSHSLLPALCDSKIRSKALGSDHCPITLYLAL
#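 Enzyme (0.75 nM final) and test compound are incubated 15 min at room temperature before adding 50 nM quenched THF abasic-site duplex. Cleavage dequenches TAMRA, followed at 525/598 nm over three reads one minute apart.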
# RXFP1 antagonist – qHTS Assay for Antagonists of the Relaxin Receptor RXFP1. Relaxin receptor 1 (Homo sapiens), Q9HBX9. HEK293-RXFP1, relaxin-stimulated cAMP HTRF, 30 min; hits give low values. activity change, negative = inhibition, % at 57.5 µM. 350,000 tested, 0.59% active;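 active = activity change of -60% or lower, but not beyond a set lower limit; inconclusive = change between -60% and -40%, or beyond the set limit; inactive = change above -40%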; also: % is scaled to controls: 0 for no effect and ±100 for the full control effect
# Pol beta inh – qHTS Assay for Inhibitors of DNA Polymerase Beta; Potency, µM (top dose mostly 114 µM), without a hit: top-dose activity change, negative = inhibition, usual class: inhibitors; P06746; Pol beta primer extension/strand displacement, fluorescence kinetic; 340,000 tested, 1.3% active; also: potency is read from the fitted curve at half-maximal effect; % is scaled to controls: 0 for no effect and ±100 for the full control effect
#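 Kinetic readout of DNA synthesis with strand displacement by Pol beta. Compound and 10 nM enzyme sit 15 min at room temperature; 50 nM substrate starts the reaction, read immediately and at 10 min.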
# BLM inh – qHTS Assay for Inhibitors of Bloom's syndrome helicase (BLM); RecQ-like DNA helicase BLM (Homo sapiens), P54132; recombinant BLM DNA unwinding, fluorescence dequenching; Potency, µM (highest dose often 56.1 µM), for inactives: at the highest dose activity change, negative = inhibition, usual class: inhibitors; 350,000 tested, 0.2% active;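 also: potency is read from the fitted curve at half-maximal effect; plate controls were vehicle for no effect and no enzyme for full effect; nearly all actives have a fitted effect of over 35% in size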
# POLK inh – qHTS for Inhibitors of Polymerase Kappa. DNA polymerase kappa (Homo sapiens), Q9UBT6. purified Pol kappa, fluorescent DNA synthesis assay, 10 min. Potency, µM (top dose mostly 107 µM), for the others: top-dose activity, negative = inhibition, most hits filed as inhibitors. 400,000 tested, 0.53% active. AID 588579, 2011; also: potency is read from the fitted curve at half-maximal effect; % is scaled to controls: 0 for no effect and ±100 for the full control effect
#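 Activity was followed as the change in fluorescence between reads at 0 and 10 min after starting the reaction with 50 nM substrate. Beforehand, 10 nM polymerase had been preincubated with compound for 15 min at room temperature.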
# POLH inh – qHTS for Inhibitors of Polymerase Eta; 390,000 tested, 1.2% active; recombinant Pol eta, fluorescent DNA replication assay; Potency, µM (titrated, usually from 114 µM), inactives show at the highest dose activity change, negative = inhibition, actives largely listed as inhibitors; also: potency is read from the fitted curve at half-maximal effect; % is scaled to controls: 0 for no effect and ±100 for the full control effect
#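 Pol eta at 10 nM preincubated with compounds 15 min at room temperature; reaction started with fluorescent substrate (50 nM final) and read kinetically at 0 and 10 min.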
# Apoferritin bind – qHTS Assay for Identification of Novel General Anesthetics. 350,000 tested, 0.074% active. Potency, µM (highest dose often 77.5 µM), without a hit: at the top dose activity change, negative = displacement, usual class: inhibitors. AID 485281, 2010. apoferritin/1-aminoanthracene competitive binding, fluorescence; also: potency is read from the fitted curve at half-maximal effect; % is scaled to controls: 0 for no effect and ±100 for the full control effect; nearly all actives have a fitted effect of over 20% in size
#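 Probe: 1-aminoanthracene (50% saturated, PBS). Protein: horse-spleen apoferritin, 10 uM. Incubation: 10 min, room temperature. Detection: 380 nm excitation, 535 nm emission. Analysis: normalized response, four-parameter Hill.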
# PGK inhibitor – qHTS Assay to Find Inhibitors of Phosphoglycerate Kinase | PGK/GAPDH coupled, Kinase-Glo luminescence, 60 min | Potency, µM (series often up to 57.5 µM), inactives show top-dose activity change, negative = inhibition, hits mostly inhibitors | 380,000 tested, 0.043% active | AID 602233, 2012; also: potency is read from the fitted curve at half-maximal effect; % is scaled to controls: 0 for no effect and ±100 for the full control effect; nearly all actives have a fitted effect of over 60% in size
#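 Luminescent ATP detection (Kinase-Glo Plus) follows a 60-minute room-temperature incubation, with wells lacking PGK as controls. Buffer: 100 mM TEA (pH 7.6), 5 mM MgCl2, 0.01% Tween-20. Coupling enzyme GAPDH (100 nM final) supplies unstable 1,3-BPG in-well.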
# * = called active by the depositor; i = inactive; ? = inconclusive; . = no result given; & = joins results of further samples; [ ] = dose if it differs, or a comment. Unless noted, calls follow the shape of the dose curve; as a rule, active = well fitted curve in the direction sought with a large enough effect; inconclusive = small, poorly fitted or top-dose-only effect, or another doubt; inactive = no such curve, though single readings can be large; an effect the other way counts as inactive or inconclusive. This is a subset. The share of hits here may be higher or lower than overall.
# Preview (4 entries):
SMILES,Pol iota inh,APEX1 inh,RXFP1 antagonist,Pol beta inh,BLM inh,POLK inh,POLH inh,Apoferritin bind,PGK inhibitor
Cc1cccc(NC(=O)CSc2ncnc3nc[nH]c23)c1,4%,-3%,-8,9%,1%,-6%,-8%,-16%,i
Cc1cccc(CC(=O)N2CCN=C2SCc2ccc([N+](=O)[O-])cc2)c1,-9%,-6%,-8,20%,-2%,2%,-15%,?,i
Cc1ccc(N2C(=O)N3[C@H](c4ccc(F)cc4)[C@@H]4C(=O)N(C5CCCCC5)C(=O)[C@@H]4[C@]3(Cc3ccccc3)C2=O)cc1,11%,-6%,.,4%,-10%,-10%,?,-8%,-1%
COc1ccc(NS(=O)(=O)c2cccc(C(=O)NNC(=O)c3ccc(O)c(Cl)c3)c2)cc1,?,-1%,7,.,.,-6%,-8%,.,-1%

# The listing, repeating the preview:
SMILES,Pol iota inh,APEX1 inh,RXFP1 antagonist,Pol beta inh,BLM inh,POLK inh,POLH inh,Apoferritin bind,PGK inhibitor
Cc1cccc(NC(=O)CSc2ncnc3nc[nH]c23)c1,4%,-3%,-8,9%,1%,-6%,-8%,-16%,i
Cc1cccc(CC(=O)N2CCN=C2SCc2ccc([N+](=O)[O-])cc2)c1,-9%,-6%,-8,20%,-2%,2%,-15%,?,i
Cc1ccc(N2C(=O)N3[C@H](c4ccc(F)cc4)[C@@H]4C(=O)N(C5CCCCC5)C(=O)[C@@H]4[C@]3(Cc3ccccc3)C2=O)cc1,11%,-6%,.,4%,-10%,-10%,?,-8%,-1%
COc1ccc(NS(=O)(=O)c2cccc(C(=O)NNC(=O)c3ccc(O)c(Cl)c3)c2)cc1,?,-1%,7,.,.,-6%,-8%,.,-1%
O=C(CSc1nc2ccccc2c(=O)n1-c1ccccc1)N1CCCC1,33%[activator],4%,-5,10%,1%,0%,-3%,-11%,-9%
Cn1c(N2CCC(C(N)=O)CC2)nc2c1c(=O)n(Cc1ccc(Cl)cc1)c(=O)n2C,10%,-8%,-7,2%,-2%,3%,1%,0%,-7%
Cn1c(CO)nc2c3ccccc3ccc21,-3%,.,-10,.,.,-25%,-23%,.,-2%
COc1ccc(NC(=O)C(CC(C)C)NC(=O)c2ccccc2C)cn1 (stereo not given),17%,5%,-6,-2%,-4%,8%,-8%,-19%,i
CCN(CC)C(=O)c1ccc2c(=O)n(Cc3ccc4c(c3)OCO4)c(=S)[nH]c2c1,-7%,35%,-9,25%,-7%,2%,-12%,-8%,.
Cc1cccc(C)c1NC(=O)CN(C)CC(=O)N(C)CC(=O)Nc1ccccc1Br,26%,25%,-4,.,.,-21%,-7%,.,i
O=C(NCCCN1CCOCC1)Nc1ccc(Cc2ccc(NC(=O)NCCCN3CCOCC3)cc2)cc1,-4%,-3%,24,-11%,-10%,-10%,-13%,-2%,i
COc1ccc(-n2ncc3c(=O)n(CC(=O)Nc4ccc(S(=O)(=O)N5CCOCC5)cc4)cnc32)cc1,-3%,-12%,-10,-9%,-8%,-3%,?,?,i
Cc1c(O)cccc1C(=O)N[C@@H](CSc1ccccc1)[C@H](O)CN1C[C@H]2CCCC[C@H]2C[C@H]1C(=O)NC(C)(C)C,-9%&-21%,34%&4%&-15%,?,?,0%&6%,?,-7%&-8%,?,-10%&-1%
COc1ccc(/C=C2/SC(=O)N(CC(=O)Nc3cc(C)on3)C2=O)cc1OC,14%,3%,0,-19%,-4%,-5%,-15%,8%,-2%
CC(C)C[C@H](NC(=O)[C@H](C)NC(=O)CNC(=O)[C@H](CCCCN)NC(=O)[C@H](CCCN=C(N)N)NC(=O)[C@H](C)NC(=O)[C@H](Cc1ccccc1)NC(=O)[C@@H](N)CCCN=C(N)N)C(=O)N[C@@H](CCCN=C(N)N)C(=O)N[C@@H](CCC(N)=O)C(=O)N[C@@H](CCCCN)C(=O)N[C@@H](CC(N)=O)C(=O)N[C@H](C(N)=O)C(C)C,.,13%,.,.,3%,-11%[60.1 µM],.,1%,.
CCN1CCN(C(c2cccs2)C(C)NC(=O)CC(C)C)CC1 (stereo not given),-17%,-9%,13,0%,-5%,-35%,-17%,-10%,17%
CSc1ncccc1C(=O)OCC(=O)NCc1cccs1,0%,24%,-13,.,.,-16%,-7%,.,-7%
O=C(CCN1C(=O)S/C(=C\c2ccc(F)cc2)C1=O)Nc1ccc(O)cc1C(=O)O,?,28%,4,2%,1%,-10%,-8%,0%,-8%
COc1ccc(N2C(=O)C(CC(=O)Nc3ccc(F)cc3)N(CCc3cccs3)C2=O)cc1 (stereo not given),20%,-3%,.,2%,-8%,-6%,-12%,-5%,2%
C/C(=N\NC(=O)C(O)c1ccccc1)c1cccnc1 (stereo not given),-3%,8%,6,49%,-3%,2%,0%,-5%,-6%
N#CC1(P(=O)(c2ccccc2)c2ccccc2)CCCC1,51%[activator],-4%[12.4 µM],7,18%,0%,-1%,-19%,10%,-3%
O=C(CSc1nc2ccsc2c(=O)n1Cc1ccccc1)NCC1CCCO1 (stereo not given),112%[activator],-4%,0,-1%,1%,-14%,-23%,-9%,-2%
CC1(C)Cc2nc(-c3ccccc3)nc(SCC(=O)N3CCCC3)c2CO1,49%[activator],-1%,-17,42%,2%,-2%,-2%,?,7%
COc1ccc2c(c1)c1c(c(=O)n(Cc3ccccc3)c(=O)n1CC(=O)Nc1cc(C)cc(C)c1)n2C,46%[activator],.,.,-2%,0%,-1%,-9%,-1%,-7%
O=c1cnc(-c2ccc(Cl)cc2)cn1O,-13%,-5%,9,-22%,-6%,-17%,-18%,-6%,.

# 2 compounds from above, showing only POLK inh and Pol iota inh.
SMILES,POLK inh,Pol iota inh
Cn1c(CO)nc2c3ccccc3ccc21,-25%,-3%
COc1ccc(NC(=O)C(CC(C)C)NC(=O)c2ccccc2C)cn1 (stereo not given),8%,17%

# Next part
SMILES,Pol iota inh,APEX1 inh,RXFP1 antagonist,Pol beta inh,BLM inh,POLK inh,POLH inh,Apoferritin bind,PGK inhibitor
Cc1nn2c(C)nc3sc4c(c3c2nc1=O)CC(C)(C)OC4,25%,-4%,14,18%,-1%,-2%,2%,-4%,-8%
CC(=O)COC(=O)CCc1nc2ccccc2[nH]c1=O,33%,-6%,18,-5%,0%,-2%,10%,-2%,.
Cc1ccc(N2C(=S)NC3c4ccccc4OC2(C)C3C(=O)N(C)C)cc1 (stereo not given),149%[activator],5%,-22,-20%,-1%,-1%,-12%,-6%,i
O=C(CCc1ccccc1)N(Cc1cccnc1)c1nc2c(F)cccc2s1,-15%,.,?,-12%,-8%,-10%[60.1 µM],-4%,-5%,-1%
C=CCOc1ccc(CN(C)c2ccc(S(=O)(=O)N3CCN(C)CC3)cc2[N+](=O)[O-])cc1,1%,2%,6,.,.,-14%,-24%,.,1%
COc1ccccc1CNS(=O)(=O)c1ccc(Br)s1,21%,27%,3,-1%,-5%,-10%,-9%,?,-9%
COC(=O)c1cccc(Nc2c3c(nc4ccccc24)CCC3)c1,108%[activator],2%,-4,18%,-9%,-15%,-9%,-4%,-5%
COc1ccc(CC(=O)Nc2ccc(-c3cn4ccccc4n3)cc2)cc1OC,8%,?,0,14%,0%,-4%,-10%,330%[activator],7%
COc1ccc(-c2ccc(CCC(=O)O)n2Cc2ccco2)cc1,?,1%,-4,?,-7%,-3%,-11%,1%,-6%
O=C(Nc1ccc(F)cc1F)c1cc2n(n1)C(C(F)(F)F)C1CCCCC1N2 (stereo not given),10%,31%[activator],-14,-3%,0%,-15%,-17%,-7%,9%
COc1ccc2c(c1)oc(=O)c1cc(OC)ccc12,-1%,-7%,.,?,-1%,-5%,-12%,-7%,-4%
COC(=O)CCCCCc1ccc(C(C)=O)s1,-10%,-4%,-1,-7%,-2%,-11%,?,-1%,8%
CN(C)c1ccc(C(=O)NCc2ccc3c(c2)CCN3C(=O)c2ccccc2)cc1,3%,.,-18,14%,-8%,-14%[60.1 µM],-13%,33%[activator],12%
COc1ccc(-c2cn[nH]c2N)c(OC)c1,5%[58.9 µM],-4%,3,0%,-2%,-9%,-19%,1%,-1%
CCN(C(=O)CN1CC(C)OC(C)C1)c1c(N)n(Cc2ccccc2)c(=O)[nH]c1=O (stereo not given),111%[activator],-3%,-11,-4%,0%,-4%,12%,2%,7%
O=S(=O)(c1ccc(Br)cc1)N1CCN(c2ccccc2)CC1,5%,8%,10,32%,-5%,2%,-3%,-2%,i
O=c1ccc(-c2nc3ccccc3n2Cc2ccccc2Cl)c[nH]1,66%[activator],-2%,-1,-5%,-2%,-2%,-9%,-12%,i
CCN(C(=O)COC(=O)Cc1c[nH]c2ccccc12)c1c(N)n(Cc2ccccc2)c(=O)[nH]c1=O,-29%,-11%,-21,.,.,-1%,4%,.,2%
COc1ccc(-c2c(C#N)c(N)nc3c2c(=O)n(C)c(=O)n3C)cc1,-6%,-3%,10,24%,-5%,-6%,-5%,4%,i
Cc1cc(C(=O)N/N=C/c2ccc(-c3ccccc3Cl)o2)n[nH]1,-55%,-4%,-4,10µM*,-11%,?,?,5%,-15%
